BRCA1 expr act: qHTS Assay to Identify Small Molecule Activators of BRCA1 Expression. MCF7-BRCA1-FFLuc reporter, luminescence, 48 h; response scale: scaled: vehicle 0%, 10 µM genistein 100%. Potency, µM (doses to about 46.1 µM), for inactives: at the highest dose activation, hits mostly activators. actives 1.1% (n = 380,000). AID 624202, 2012; further: nearly all actives have a fitted effect of over 80% in size; some results filed as inactive show a strong effect at the top dose
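Luminescence from a BRCA1-driven firefly luciferase in MCF7 cells was read after 48 h compound exposure at 37 C. Data normalized against DMSO and a 10microM genistein activation control, then curve-fitted across the titration.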
MBNL1-CUG inh: qHTS Assay for Inhibitors of MBNL1-poly(CUG) RNA binding; Muscleblind-like protein 1 (Homo sapiens), Q9NR56; TR-FRET MBNL1-His/biotin-(CUG)12 binding, 665/545 ratio; Potency, µM (doses to about 57.5 µM), for inactives: at the top dose activity change, negative = inhibition, actives largely listed as inhibitors; actives 0.036% (n = 280,000); active means well fitted inhibition curve with a large enough effect in the signal ratio, with a control signal flat, not every such curve was filed as active; inconclusive means small, poorly fitted or top-dose-only effect, or effect the other way, or a change in a side signal; inactive means no such curve, though single readings can be large or run the other way; the % refers to the signal ratio; further: on the % scale 0 is the no-effect control and ±100 the full control effect
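Compounds (final 92 nM to 58 uM) are added to His-tagged MBNL1 and biotin-(CUG)12, then terbium anti-His antibody and streptavidin-XL665 (5 nM final). After 60 min at room temperature, the 665/545 nm ratio is read.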
RORg inh: qHTS for inhibitors of ROR gamma transcriptional activity; Nuclear receptor ROR-gamma (Mus musculus), P51450; Drosophila S2 Gal4-RORgamma UAS-luciferase reporter, 20 h; Potency, µM (series often up to 53.6 µM), for the others: at the highest dose activity change, negative = inhibition, hits mostly inhibitors; actives 5.4% (n = 310,000); AID 2551, 2010; further: on the % scale 0 is the no-effect control and ±100 the full control effect; nearly all actives have a fitted effect of over 60% in size
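Luminescence from a UAS-regulated Photinus luciferase reporter in stably transfected Drosophila Schneider cells is measured; decreased signal marks ROR gamma inhibition. Fusion expression is induced by 700 uM copper sulfate for 20 hr.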
uPA generation: qHTS for Inhibitors of Cell Surface uPA Generation; cell surface uPA generation assay, qHTS; actives 0.31% (n = 330,000); Potency, µM (doses to about 38.3 µM), for inactives: at the top dose activity change, negative = inhibition, most hits filed as inhibitors; AID 540303, 2011; active means well fitted inhibition curve with a large enough effect; inconclusive means small, poorly fitted or top-dose-only effect; inactive means no such curve, though single readings can be large or run the other way; tested in mouse RAW 264.7 cells; further: on the % scale 0 is the no-effect control and ±100 the full control effect; nearly all actives have a fitted effect of over 55% in size
ELG1 genotoxic: qHTS screen for small molecules that induce genotoxicity in human embryonic kidney (HEK293T) cells expressing luciferase-tagged ELG1; HEK293T ELG1-luciferase reporter, luminescence, 16 h; Potency, µM (series often up to 46 µM), inactives show at the top dose activity change, positive = activation, hits mostly activators; actives 1.3% (n = 330,000); AID 504466, 2011; further: % of control where 0% means no effect; nearly all actives have a fitted effect of over 60% in size
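After overnight (16 hr) compound treatment at 37 °C, ELG1-luciferase HEK293T cells were lysed with ONE-Glo; luminescence quantified 30 min later at room temperature.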
Rab9 prom act: qHTS Assay for Rab9 Promoter Activators; actives 2.8% (n = 320,000); Potency, µM (titrated, usually from 9.22 µM), inactives show at the top dose activation, negative = inhibition, usual class: activators; Huh7 Rab9 promoter-luciferase reporter, luminescence, 24 h; further: % of control where 0% means no effect; nearly all actives have a fitted effect of over 60% in size
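Luciferase signal after 10 min detection reagent at ambient indicates Rab9 promoter upregulation; stably transfected Huh7 cells were treated 24 h with compound in DMSO at 37 °C, 5% CO2.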
p53 reactivation: qHTS assay for re-activators of p53 using a Luc reporter; actives 0.063% (n = 320,000); H1299 p53-A138V BP100-luciferase reporter, luminescence, 24 h; Potency, µM (highest dose often 92.2 µM), for the others: at the highest dose activity change, positive = activation, usual class: activators; AID 504706, 2011; further: % of control where 0% means no effect; nearly all actives have a fitted effect of over 45% in size
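H1299 (p53-null), stable ts p53-A138V + BP100-Luc; 1000 cells/well, Opti-MEM/10% FBS; cpd 4 pt, 1:5; 24 h, 37 deg C, 5% CO2; detection reagent 10 min RT; luminescence.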
FLuc counter: qHTS profiling assay for firefly luciferase inhibitor/activator using purifed enzyme and Km concentrations of substrates (counterscreen for miR-21 project); purified FLuc, Km substrates, luminescence inhibition; Potency, µM (series often up to 57.5 µM), without a hit: top-dose activity change, negative = inhibition, actives largely listed as inhibitors; actives 6.9% (n = 360,000);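 further: plate controls were vehicle for no effect and reference inhibitor for full effect; nearly all actives have a fitted effect of over 55% in size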
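Purified P. pyralis luciferase, 10 nM final, with Km-level 10 uM D-luciferin and 10 uM ATP in 50 mM Tris acetate pH 7.5, 10 mM Mg acetate, 0.01% Tween-20, 0.05% BSA; 6-point qHTS titration about 60 µM downward; luminescence read.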
NPC1 promoter act: qHTS Assay for NPC1 Promoter Activators; Huh7 NPC1 promoter luciferase reporter, 24 h; Potency, µM (top dose mostly 9.22 µM), for the others: at the top dose activation, most hits filed as activators; actives 2.4% (n = 320,000);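 further: % of control where 0% means no effect; nearly all actives have a fitted effect of over 60% in size; reporter is driven by a mutant NPC1 promoter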
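Stably transfected Huh7 (NPC1 promoter→luciferase), 1500 cells/well in Opti-MEM + 10% FBS, 2 h settle, then compound 24 h at 37 °C. Luminescence after 10 min with Amplite reagent.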
MLL CXXC-DNA inh: qHTS Fluorescence Polarization Assay for Inhibitors of MLL CXXC domain - DNA interaction. Histone-lysine N-methyltransferase 2A (Homo sapiens), Q03164. MLL-CXXC / FITC-HOXA9 DNA fluorescence polarization. Potency, µM (titrated, usually from 115 µM), for inactives: at the top dose activity change, negative = inhibition, hits mostly inhibitors. actives 0.037% (n = 290,000); active means well fitted inhibition curve with a large enough effect in the polarisation, with a control signal flat, not every such curve was filed as active; inconclusive means small, poorly fitted or top-dose-only effect, or effect the other way, or a change in a side signal; inactive means no such curve, though single readings can be large or run the other way; the % refers to the polarisation
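Purified MLL-CXXC (added from a 7 uM solution) was preincubated 5 min at ambient with pinned compounds in 50 mM Tris-HCl pH 7.5, 50 mM NaCl, 1 mM DTT, 0.05% BSA. Fluorescein-labeled HOX-A9 DNA (50 nM solution) followed, 30 min, then polarization read.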
VP16 counter: VP16 counterscreen qHTS for inhibitors of ROR gamma transcriptional activity; Potency, µM (doses to about 53.6 µM), inactives show at the top dose activity, negative = inhibition, usual class: inhibitors; Drosophila S2 Gal4-VP16 UAS-luciferase, luminescence, 20 h; actives 3.5% (n = 310,000); AID 2546, 2010;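 further: Gal4-VP16 expression switched on by copper sulfate through the metallothionein promoter; on the % scale 0 is the no-effect control and ±100 the full control effect; nearly all actives have a fitted effect of over 50% in size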
The depositor's hits bear a star; u = inconclusive; x = no result given; [ ] = another dose, or the depositor's remark. Unless noted, the call rests on the fitted dose curve; in most records, active means well fitted curve in the direction sought with a large enough effect; inconclusive means small, poorly fitted or top-dose-only effect, or another doubt; inactive means no such curve, though single readings can be large; an effect the other way counts as inactive or inconclusive. Potency means the concentration at half of the fitted maximal effect. A portion of the library, so the mix of outcomes need not match the whole.

SMILES	BRCA1 expr act	MBNL1-CUG inh	RORg inh	uPA generation	ELG1 genotoxic	Rab9 prom act	p53 reactivation	FLuc counter	NPC1 promoter act	MLL CXXC-DNA inh	VP16 counter
COc1cccc(Oc2ccc(C(F)(F)F)cc2NC(=O)c2cccc(F)c2)c1	-34%	-17%	18%	-3%	0%	-2%	16%	3%	-4%	8%	3%
Cc1cc(C(=O)COC(=O)c2ccc(CO)cc2)c(C)n1CC1COc2ccccc2O1 (configuration not stated)	-24%	8%	31%	1%	-3%	-5%	-3%	1%	2%	-3%	u
Cn1c(=O)n(C)c2cc(S(=O)(=O)NCc3ccco3)ccc21	-20%	-7%	0%[10 µM]	-2%	1%	3%	-1%	2%	2%	-8%	2%
Cc1ccc(-c2cc(C(=O)N3CCCc4ccccc43)c3ccccc3n2)cc1	0%	7%	36%	x	u	1%	7%	3.4µM*	9%	38%[activator]	2%
Cn1c(SCC(=O)N/N=C/c2cccs2)nc2ccccc21	5%	u	2%	x	-4%	-3%	10%	1%	9%	8%	3%[0.365 µM]
COc1ccc2nc(NC(=O)CSc3nc(C)cc(C)n3)sc2c1	-18%	-4%	19%	4%	-4%	-1%	-4%	-20%	-1%	14%	-3%
Cn1c(SCC(=O)Nc2nccs2)nnc1-c1ccncc1	4%	-12%	-6%	0%	-3%	4%	5%	-1%	6%	-1%	-5%
COCCn1c(Cc2ccccc2)nnc1SCC(=O)Nc1cc(C)on1	7%	1%	-13%	x	-1%	1%	-2%	2%	-10%	-5%	5%
COc1ccc(NC(=O)CSc2nnc3ccc(-c4ccncc4)nn23)cc1	17%	x	x	4%	-24%	-5%	-2%	3%	2%	x	x
CCOC(=O)c1sc2ncn(/N=C/N(C)C)c(=O)c2c1C	3%	5%	0%[0.365 µM]	-2%	-1%	2%	4%	1%	-2%	12%	x
COc1cc(/C=N/NC(=O)c2ccccc2)ccc1OS(=O)(=O)c1ccccc1	-14%	-11%[11.5 µM]	-13%	-12%	-11%	-2%	9%	u	0%	7%	-8%
CCC(=O)OCC(=O)c1cc(C)n(-c2ccc(Br)cc2)c1C	-18%	0%	-16%	-3%	-4%	-2%	-3%	4.3µM*	-5%	0%	17%
COc1ccc(C2(C)NC(=O)N(CC(=O)NC(C)c3ccc(CC(C)C)cc3)C2=O)cc1 (configuration not stated)	-20%	-5%	11%	2%	-17%	-7%	3%	-1%	-1%	1%	-3%
CCOC(=O)[C@@H]1[C@H]2COc3ccc(Br)cc3[C@H]2N2C(=O)N(c3cccc(F)c3)C(=O)[C@]12C	-12%	-3%	-21%	5%	3%	0%	x	8%	0%	10%	2%
COc1ccc(CCN2C(=O)CC(NCCc3ccc(S(N)(=O)=O)cc3)C2=O)cc1OC (configuration not stated)	5%	1%	-1%	2%	0%	2%	1%	3%	1%	2%	-1%
CCCC(=O)Nc1c(C(=O)OCC)oc2ccccc12	-10%	2%	19%	-7%	-4%	7%	1%	0%	-6%	0%	22%
C/C(CCc1ccc2c(c1)OCO2)=N\N=C(/N)SC1CC(=O)N(c2ccc(Cl)cc2)C1=O (configuration not stated)	-39%	-1%	8.9µM*	-7%	-3%	0%	4%	-2%	-2%	1%	u
CCCN(CC(=O)Nc1ccccc1C)C(=O)COc1c(Cl)cccc1Cl	-16%	x	x	0%	3%	2%	-10%	5%	-3%	x	x
COc1ccccc1/C=N/NC(=O)CN(C1=NS(=O)(=O)c2ccccc21)c1ccccc1	-2%	-20%	32%	-3%	2%	-6%	-21%	-3%	9%	12%	-26%
CN1c2ccsc2C(O)=C(C(=O)Nc2ccccc2)S1(=O)=O	-2%	-5%	13%	-3%	0%	3%	-1%	15µM*	0%	0%	1%
CCC(CC)C(=O)NCc1ccccc1OC	11%	-2%	-14%	x	-1%	0%	-1%	1%	-2%	-1%	5%
CC(=O)C1=C(O)C(=O)N(Cc2cccnc2)C1c1ccc(Cl)cc1 (configuration not stated)	1%	11%	-23%	11%	-3%	-3%	10%	u	-5%	-7%	6%
COc1ccc(C(=O)/C(=C/c2cccs2)c2nc3ccccc3o2)cc1	42%	-1%	3.2µM*	1%	u	3.5µM*	22%	-12%	4µM*	5%	u
O=C1N/C(=C\c2ccc(O)cc2)C(=O)c2ccccc21	-9%	u	u	x	u	0%	-28%	1.2µM*	-17%	-3%	10µM*
CCCc1nnc(NC(=O)Cn2c(=O)oc3cc(Br)ccc32)s1	6%	-10%	3%	x	0%	3%	-1%	0%	2%	27%	4%
CCOc1ccccc1NC(=O)COC(=O)c1ccc(S(=O)(=O)N2CCCC2)cc1	-8%	x	x	1%	1%	15%	0%	2%	0%	x	x
CC(=O)c1ccc(N=C2C(=O)Nc3ccccc32)cc1	-23%	u	-16%	-1%	7%	7%	x	2%	9%	-2%	2%
CN(C)S(=O)(=O)c1ccc(C(=O)Nc2ccc(Cl)cc2)cc1	3%	-13%	43%	-9%	-5%	6%	6%	u	3%	0%	3%
CCCS(=O)(=O)NCCc1cc2ccc(OC)cc2[nH]c1=O	26%	-1%	10%	4%	u	13%	10%	-3%	9%	2%	u
O=C(Nc1ccc(Br)cc1)N1CCCCC1	92%	-5%	28%	1%	14%	u	3%	15µM*	u	0%	10%
COc1ccc(C(C(=O)NC2CCCC2)N(CCCO)C(=O)c2snc(C(N)=O)c2N)cc1 (configuration not stated)	-4%	7%	3%	-1%	-4%	-7%	4%	-2%	-5%	-3%	-2%
O=C(c1ccc2c(=O)n(Cc3ccc4c(c3)OCO4)c(=S)[nH]c2c1)N1CCCCC1	-4%	-8%	u	4%	1%	-12%	-10%	-1%	-1%	4%	-6%
Cc1ccc(-n2nc(C)c(C(C)(O)C(F)(F)F)c2N)cc1 (configuration not stated)	-6%	-9%	-2%	3%	6%	2%	u	u	1%	10%	-13%
COc1cc(C(=O)Nc2ccc3nc(N4CCN(C)CC4)cc(C)c3c2)cc(OC)c1OC	-27%	22µM*	u	u	11%	-1%	-4%	24µM*	5%	-7%	-3%
CC(NC(=O)COC(=O)c1ccc2c(=O)n3c(nc2c1)CCCCC3)c1ccccc1 (configuration not stated)	-17%	x	x	6%	1%	1%	4%	1%	0%	x	x
COc1cccc(C(=O)COc2ccc3ccc(=O)oc3c2)c1	18%	13%	12%	-2%	10%	11%	-3%	-3%	4%	-2%	-1%
COC(=O)CSc1[nH]c2ccccc2c1[N+](=O)[O-]	27%	u	7%	-24%	1%	-2%	1%	-2%	2%	-22%	-6%
CN(C)S(=O)(=O)N(CC(=O)N1CCN(c2ccccc2)CC1)c1ccccc1	-12%	1%	6%	2%	0%	-5%	-3%	0%	-2%	15%	-3%
CN1CCN(C(=O)c2ccc(Cl)cc2)CC1	1%	9%	29%[1.91 µM]	0%	4%	2%	x	8%	-1%	-2%	-1%
Cc1nc(NC(=O)c2ccccc2)sc1-c1csc(Nc2ccc(C(=O)O)cc2)n1	21%	0%	-33%	2%	-7%	u	11%	0.48µM*	23%	-19%	6%
COC(=O)c1csc(S(=O)(=O)N2CCOCC2)c1OC	-14%	-3%	3%	2%	4%	3%	17%	2%	-4%	-8%	0%
Cc1ccccc1OCC(=O)Nc1cccc(C(=O)O)c1	0%	-9%	2.5µM*	-6%	-15%	u	-10%	0.095µM*	u	1%	6.3µM*
O=C(CN1C(=O)CS/C1=C\c1nc(-c2ccc(Cl)cc2)cs1)Nc1cccnc1Cl	-3%	1%	-12%	15%	u	-10%	2%	1%	-1%	4%	9%
CC(C)[C@]1(c2ccc(Cl)cc2)ON(c2ccccc2C(F)(F)F)C1=O	x	x	x	x	-3%	-5%	9%	-1%	-6%	x	x
CCOc1ccc(N(CC(=O)NN=C2CCCC2)S(C)(=O)=O)cc1	3%	-3%	-6%	-14%	0%	-7%	3%	-1%	-7%	2%	1%

High-throughput results as filed in PubChem BioAssay.
